Source: PubChem BioAssay (The Scripps Research Institute Molecular Screening Center)
TEAD-YAP inh: TEAD-YAP interaction inhibition | inhibition, % at 9.12 µM | AID 1259422 | HEK-TIYL cells, TEAD-Gal4/YAP UAS-luciferase luminescence | 1.4% of 640,000 active; in the data active = inhibition above about 32%;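 also: 0% = median of test compound wells and 100% = reference inhibitor wells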
FBW7 activator: activators of human E3 ligase FBW7; Q969H0; AlphaScreen FBW7–phospho-cyclin E peptide binding, activator screen; normalized activity (activation), % at 26.1 µM; 0.13% of 650,000 active; in the data active = normalized activity above about 1.9%;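 also: purified mutant Fbw7 with reduced substrate affinity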
MITF inh: inhibitors of human MITF; AlphaScreen MITF homodimerization, bead proximity signal; inhibition, % at 2.6 µM; 0.91% of 650,000 active; AID 1259374; in the data active = inhibition above about 50%;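 also: 0% = vehicle wells with protein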
Target sequence (O75030 whole entry, looked up): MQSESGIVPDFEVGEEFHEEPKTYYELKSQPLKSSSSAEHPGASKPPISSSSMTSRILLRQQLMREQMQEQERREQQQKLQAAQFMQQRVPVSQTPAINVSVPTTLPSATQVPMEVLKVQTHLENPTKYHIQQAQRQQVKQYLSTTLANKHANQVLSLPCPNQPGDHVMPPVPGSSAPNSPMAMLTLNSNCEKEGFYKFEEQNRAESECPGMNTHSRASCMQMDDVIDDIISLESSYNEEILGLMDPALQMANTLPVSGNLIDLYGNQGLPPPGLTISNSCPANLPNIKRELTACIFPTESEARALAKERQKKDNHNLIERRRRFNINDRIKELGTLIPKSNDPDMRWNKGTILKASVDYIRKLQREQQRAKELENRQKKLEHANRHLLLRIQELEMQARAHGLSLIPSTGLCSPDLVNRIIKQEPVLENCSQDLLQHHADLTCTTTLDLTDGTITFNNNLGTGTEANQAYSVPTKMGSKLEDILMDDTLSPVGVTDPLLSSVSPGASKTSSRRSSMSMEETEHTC
GPR151 ag: activates the human receptor GPR151 | activation, % at 11.2 µM | PathHunter beta-arrestin GPR151 cells, luminescence | Q8TDV0 | 1% of 650,000 active; in the data active = activation above about 4.9%;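 also: 0% = median of compound wells and 100% = cells with positive control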
Target sequence (Q8TDV0 whole entry, looked up): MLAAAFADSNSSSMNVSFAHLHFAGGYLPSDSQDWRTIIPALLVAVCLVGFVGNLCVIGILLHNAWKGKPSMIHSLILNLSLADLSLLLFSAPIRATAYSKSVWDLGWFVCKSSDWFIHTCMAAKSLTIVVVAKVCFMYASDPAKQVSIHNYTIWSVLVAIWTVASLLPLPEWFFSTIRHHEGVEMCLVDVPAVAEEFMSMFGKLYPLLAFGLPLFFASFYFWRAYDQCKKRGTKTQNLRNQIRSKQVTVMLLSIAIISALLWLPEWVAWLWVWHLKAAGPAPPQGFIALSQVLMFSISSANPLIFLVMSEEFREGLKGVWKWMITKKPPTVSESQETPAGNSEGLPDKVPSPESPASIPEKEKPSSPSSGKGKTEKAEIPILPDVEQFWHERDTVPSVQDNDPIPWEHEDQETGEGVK
Numbers without * were called inactive; & = joins results of further samples.

Values run as follows: TEAD-YAP inh	FBW7 activator	MITF inh	GPR151 ag
O=C(O)c1ccc(CNC(=O)c2ccc(NC(=O)c3ccco3)cc2)cc1
 : 10	0.0	4	-1.0
CC(=O)c1cccc(-c2nc(N)c3ncn(Cc4ccc(C(F)(F)F)cc4)c3n2)c1
 : -35	-0.1	5	-0.1
O=C(Nc1nc(CCC(=O)N2CCN(c3ccccc3F)CC2)cs1)c1ccccc1
 : 5	-0.2	9	0.2
CCN(CC)c1ccc(/C(C#N)=C/c2nc3ccccc3[nH]2)c(OCc2ccc(Cl)cc2Cl)c1
 : 1	0.3	9	-0.9
CC(NC(=O)C1CC1)c1nnc2n1CCN(Cc1ccc(F)cc1)CC2 (stereo not given)
 : 7	0.0	13	-1.1
Cc1ccc(F)cc1NCC(=O)N1CCc2ccccc21
 : -45	0.0	-3	-0.7
COc1ccc(C(=O)NC(Nc2ccc(Cl)cc2)C(=O)c2ccccc2)cc1 (stereo not given)
 : -7	-0.1	-1	-1.6
CC(C)n1cc(-c2ccccc2NC(=O)C(C)(C)C)cn1
 : -8	-0.2	0	1.6
O=C(Nc1cccnc1Cl)c1cc(-c2ccc(Br)cc2)on1
 : -3	0.1	-6	-0.1
CC(=O)Nc1ccc(C(=O)CSc2nnc(C)o2)cc1
 : -5	0.0	8	-1.2
CCOC(=O)c1c(NC(=O)CSc2cn(CCNC(=O)c3ccc(F)cc3)c3ccccc23)sc2c1CCC2
 : -3	0.0	1	-0.1
O=C(NCC(c1ccsc1)N1CCOCC1)C1CC1 (stereo not given)
 : 3	0.0	-2	1.3
CCCSc1nnc2c(n1)OC(C1CC=C(C)CC1)Nc1ccccc1-2 (stereo not given)
 : -5	0.2	4	0.2
Cc1cc(NS(=O)(=O)c2ccccc2)c([N+](=O)[O-])cc1C
 : 1	-0.2	14	-0.7
CCOCCn1c(=O)c2c(nc3n(-c4ccc(C)cc4)c(C)cn23)n(C)c1=O
 : 5	-0.1	8	0.3

A draw from above in order of molar mass, falling.
Values run as follows: TEAD-YAP inh	FBW7 activator	MITF inh	GPR151 ag
O=C(Nc1nc(CCC(=O)N2CCN(c3ccccc3F)CC2)cs1)c1ccccc1
 : 5	-0.2	9	0.2
O=C(Nc1cccnc1Cl)c1cc(-c2ccc(Br)cc2)on1
 : -3	0.1	-6	-0.1
O=C(O)c1ccc(CNC(=O)c2ccc(NC(=O)c3ccco3)cc2)cc1
 : 10	0.0	4	-1.0
Cc1cc(NS(=O)(=O)c2ccccc2)c([N+](=O)[O-])cc1C
 : 1	-0.2	14	-0.7
O=C(NCC(c1ccsc1)N1CCOCC1)C1CC1 (stereo not given)
 : 3	0.0	-2	1.3

(list continues)
Values run as follows: TEAD-YAP inh	FBW7 activator	MITF inh	GPR151 ag
COc1ccc(C2=NN(S(=O)(=O)c3ccc(C)cc3)C(c3ccc(OC)c(OC)c3)C2)cc1OC (stereo not given)
 : 0	0.3	7	0.0
COC(=O)c1ccc(COc2cc(O)c3c(c2)OC(C)(C)CC3=O)cc1
 : -7	0.1	8	-0.1
CCN(CC(N)=O)S(=O)(=O)c1ccccc1
 : -3	0.1	12	0.0
CCOc1ccc2nc(N3CCCN(Cc4ccccc4OC)CC3)nc(C)c2c1
 : 1	0.2	1	-1.2
COC(=O)COc1cccc2c(=O)n(CC(=O)Nc3ccccc3C(F)(F)F)ccc12
 : 4	0.0	-3	-0.5
Cc1ccc(C2C(=O)N(C3CCCCCC3)CC(=O)N2C2CC2)cc1 (stereo not given)
 : -9	0.0	-8	0.1
COc1cc(C2C(C#N)=C(N)Oc3n[nH]c(C)c32)cc(OC)c1OC(C)=O (stereo not given)
 : -3	0.3	7	1.0
CCOc1ccc2nc(N3CCCN(Cc4ccc5nsnc5c4)CC3)nc(C)c2c1
 : 2	0.1	-11	0.1
Cc1ccc(C)c(NC(=O)CCS(=O)(=O)c2ccc3c(c2)OCC(=O)N3)c1
 : -5	-0.1	0	0.4
O=C(COc1ccc2ccc(=O)oc2c1)Nc1ccccn1
 : -6	-0.4	-1	-0.7
CC(=O)Nc1nc2ccc(C(=O)N3CCOCC3)cc2s1
 : -1	0.0	3	1.8
CCC1CCC(C(=O)Nc2ccc(Br)cc2C)CC1 (stereo not given)
 : 7	0.0	2	2.7
Cc1cc(Cl)ccc1OC(C)C(=O)Nc1sc2c(c1C(N)=O)CCCC2 (stereo not given)
 : 3	0.2	8	-0.3
CN1CCN(c2nc(-c3ccc(Cl)cc3)nc3ccccc23)CC1
 : -9	-0.1	-12	0.6
CCn1c(=O)c2c(nc3n(Cc4ccc(OC)cc4)c(C)cn23)n(C)c1=O
 : -2	-0.8	2	3.8

Continued.
Compound | TEAD-YAP inh | FBW7 activator | MITF inh | GPR151 ag
COC(=O)c1cc(Cl)c(NS(=O)(=O)c2ccccc2)cc1OC | -12 | -0.1 | -6 | -0.8
O=C(Nc1cccc(-c2nc3ccccc3[nH]2)c1)c1ccc(S(=O)(=O)N2CCc3ccccc3C2)cc1 | 5 | 0.2 | 3 | 1.9
Cc1ccc(Cn2nnc3c(=O)n(CC(N)=O)cnc32)cc1 | 9 | 0.0 | 4 | -1.0
CCn1nc(C(=O)OCC(=O)Nc2sccc2C(N)=O)c2ccccc2c1=O | -6 | -0.2 | 6 | 0.5
O=C(NCCN1CCOCC1)c1cccc(Nc2ccccc2)c1 | -6 | -0.1 | 7 | 1.2
CCOc1c(Br)cc(CNCCO)cc1OC | -5 | 0.0 | -2 | -0.9
CCC[C@@H]1NC(=O)[C@H]2CN(Cc3cnn(-c4ccccc4Cl)c3)CCN2C1=O | -4 | -0.1 | 14 | 1.0
CCOC(=O)N1CCC(Nc2c(OCC)c(=O)c2=O)CC1 | 3 | 0.1 | 10 | -1.6
COC(=O)c1sccc1S(=O)(=O)N1CCN(c2ncc(C(F)(F)F)cc2Cl)CC1 | 6 | 0.1 | 6 | 0.0
CCOC(=O)c1c(NC(=O)C(C)(C)C)sc(C(C)=O)c1C | 2 | 0.1 | 0 | 0.8
Cc1nc2sc(C(c3ccc([N+](=O)[O-])cc3)N3CC(C)CC(C)C3)c(O)n2n1 (stereo not given) | 21 | -0.1 | -4 | 0.4
CCC1CN(CCNC(=O)CSc2nnc(C)s2)Cc2cc(OC)ccc2O1 (stereo not given) | -1 | -0.1 | 9 | -0.4
Cc1cc(N2CCN(C/C=C/c3ccccc3)CC2)n2ncnc2n1 | -7 | -0.1 | 0 | -0.2
COc1ccccc1NC(=O)CSc1nnnn1-c1ccc(C(=O)O)cc1 | 3 | 0.0 | 3 | -1.0
Cc1ccc(-n2nc3cc(C)c(NC(=O)COc4ccc(C)cc4C)cc3n2)cc1 | 0 | 0.1 | 14 | -1.5
CC(C)(C)c1ccc(COC(=O)CNC(=O)CNC(=O)Cc2ccccc2)cc1 | 4 | 0.0 | 6 | -0.3
CCOc1ccc(N2C(=O)CC(N(CCc3ccccc3)C(=O)c3cccc(F)c3)C2=O)cc1 (stereo not given) | -17 | 0.7 | -16 | 1.0
Cc1ccc(-c2nc3c4c5c(sc4ncn3n2)CCCCC5)cc1 | 1 | -0.2 | -9 | 0.8
O=C(O)C1C(C(=O)Nc2cccc(Br)c2)C2C=CC1C21CC1 (stereo not given) | 1 | 0.8 | -4 | -1.3
CCCS(=O)(=O)N1CCc2ccc(NC(=O)c3cccs3)cc2C1 | -4 | 0.1 | 5 | 0.2
CS(=O)(=O)c1cnc2ncnn2c1C1CCN(C(=O)c2ccc3c(c2)OCCO3)CC1 | 0 | 0.1 | -11 | 0.5
CCn1c(-c2ccccn2)n[nH]c1=S | -3 | -0.1 | 11 | -0.7
CCOC(=O)CSc1ccc(C(=O)N2CCN(c3ccccc3OC)CC2)cc1[N+](=O)[O-] | 3 | 0.1 | -16 | -0.7
O=C(c1cccnc1)N1CCN(C(=O)c2cccc(F)c2)CC1 | 3 | -0.1 | -4 | 0.2
COc1cccc(NC2=NCC(=O)N2Cc2ccccc2)c1 | -26 | 0.1 | 4 | 0.5
C=CCNC(=O)COc1ccc(CC)cc1 | -34 | 0.0 | 11 | 0.0
CC(=O)Nc1cccc(-c2nnc(SCc3ccc([N+](=O)[O-])cc3)n2C)c1 | -12 | 0.6 | 17 | 1.0
O=C(O)c1ccc2c([N+](=O)[O-])cccc2n1 | 5 | -0.1 | -5 | 0.7
CC(C)c1nnc(NC(=O)c2cccnc2)s1 | -33 | -0.1 | -10 | -1.1
O=C1CC(c2ccc(S(=O)(=O)NCCc3ccc(Cl)cc3)cc2)CN1 (stereo not given) | 8 | 0.0 | 13 | -0.4
Cc1cc(S(=O)(=O)NCCCN2CCOCC2)ccc1F | -9 | 0.2 | 10 | -0.3
Cc1cccc(/C(N)=N/OC(=O)COc2ccc3ccccc3c2)c1 | 1 | 0.0 | -7 | -0.6
CCOC(=O)c1c(Cl)nc(C)c(Cl)c1Cl | -8 | 0.0 | -7 | 0.2
O=C(O)CN1C(=O)/C(=C2/C(=O)N(Cc3ccccc3Cl)c3ccccc32)SC1=S | -9 | -0.2 | 2 | 1.4
COc1ccc(C2=NOC(C(=O)NCC(C)C)C2)cc1 (stereo not given) | -51 | 0.0 | -2 | 0.7
O=C(O)/C=C/c1ccccc1Cl | 10 | 0.1 | -4 | 5.3*
O=C(CN1C(=O)c2ccccc2C1=O)N1CCN(C(=O)c2ccco2)CC1 | 1 | 0.6 | 3 | -0.7
COc1ccc(N(C)S(=O)(=O)c2cnc[nH]2)cc1 | 2 | 0.0 | -7 | -1.4
O=C(Nc1cc([N+](=O)[O-])ccc1F)c1ccccc1 | 16 | 0.1 | 10 | -1.1
CCc1cccc(Nc2c(-c3ccc4c(c3)OCC(=O)N4)c(=O)c2=O)c1 | -3 | -0.1 | 3 | 0.0
OCc1ccccc1-c1cnc2c(NCCc3ccncc3)nccn12 | 6 | 0.4 | 8 | 0.0
COc1cccc(-c2cc(C(=O)Nc3cccc(O)c3)no2)c1 | 89* | 0.0 | -3 | -1.9
CCNC(=O)N1CCN(CCCOc2cccc(C#N)c2)CC1C(=O)NC (stereo not given) | 2 | 0.1 | 8 | -1.1
CCN(CC)c1nc(NCc2cccc(C(F)(F)F)c2)nc(Nc2nc3ccccc3n2C)n1 | 0 | 0.2 | 19 | -0.4
CC1=C(C#N)C(c2ccccc2Br)C2=C(CC(c3ccccc3)CC2=O)N1 (stereo not given) | 37* | 0.0 | -6 | -1.2
COc1cccc(CCNC(=O)C2CC23CCN(Cc2ccc4ncccc4c2)CC3)c1 (stereo not given) | -11 | -0.1 | -6 | 1.4
O=C(Nc1cccc(F)c1)Nc1ccnn1C1CCN(C(=O)CN2CCCCC2=O)CC1 | -32 | 0.1 | 6 | 0.9
Cn1ncc2c(N(CCO)Cc3ccccc3)ncnc21 | 1 | 0.0 | -5 | 0.6
Cc1cccc(C2Oc3ccc(Cl)cc3C3=C2C(c2cccnc2)n2nnnc2N3)c1 (stereo not given) | -7 | 1.0 | 10 | -1.9
COc1cc(Cl)c(CN2CCc3nnc(C4CCCO4)n3CC2)cc1OC (stereo not given) | -9 | 0.3 | 9 | -0.2
COc1ccc(NC(=O)c2c(NCc3ccccn3)sc3c2CCC3)cc1 | 1 | 0.2 | 3 | 0.4
COc1cccc(-n2c(SCC(=O)O)nnc2-c2cccnc2)c1 | 2 | -0.1 | 8 | 3.5
CCN(CC)C(=O)c1oc2ccc(S(=O)(=O)N3CCCCCC3)cc2c1C | 12 | -0.1 | -9 | -1.0
CCOC(=O)CNC(=O)CSc1nc(N(C)C)nc(N(C)C)n1 | -2 | 0.2 | -4 | 0.4
Cc1nnc(SCC(=O)Nc2ccccc2-c2ccccc2)[nH]c1=O | -11 | 0.0 | -8 | 1.2
CCC(=O)O[C@H]1[C@H](O[C@@H]2[C@@H](C)[C@H](O[C@H]3C[C@@](C)(OC)[C@@H](O)[C@H](C)O3)[C@@H](C)C(=O)O[C@H](CC)[C@@](C)(O)[C@H](O)[C@@H](C)C(=O)[C@H](C)C[C@@]2(C)O)O[C@H](C)C[C@@H]1N(C)C | 3&-15 | 0.3&0.2 | 14&-8 | 0.5&-0.1

Next section.
Compound | TEAD-YAP inh | FBW7 activator | MITF inh | GPR151 ag
Cc1ccc(SCC(=O)Nc2cccc3ncccc23)cc1 | 4 | 0.1 | 11 | 6.0*
CCCCc1ccc(NC(=O)C(CC(C)C)N2C(=O)c3ccccc3C2=O)cc1 (stereo not given) | 4 | 0.0 | 11 | 0.8
Cc1ccc(CNc2nc(C)cs2)cc1 | -47 | 0.1 | -5 | -2.9
C/C(=C\c1ccccc1)CN1CCC(C(=O)N2CCOCC2)CC1 | -12 | -0.2 | 43 | 0.8
Cc1ccnc(N2CCC(C(=O)Nc3ccc(F)c(Cl)c3)CC2)n1 | 6 | 0.1 | -5 | -0.4
Cc1ccc(NC(=O)Cn2c(NCC(C)O)nc3ccccc32)cc1 (stereo not given) | 7 | -0.1 | 2 | -1.3
